GPR151 ag = activators of human GPR151, primary screen, cell-based, PathHunter beta-arrestin, luminescence; G-protein coupled receptor 151 (Homo sapiens), Q8TDV0; PathHunter beta-arrestin GPR151 cells; activation, % at 11.2 µM; 650,000 tested, 1% active; AID 1508602, 2020; in the data active = activation above about 4.9%;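 also: 0% = median of compound wells and 100% = cells with positive control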
FBW7 activator = FBW7 E3 ligase activators, primary screen, biochemical, AlphaScreen, human; 650,000 tested, 0.13% active; normalized activity (activation), % at 26.1 µM; AlphaScreen FBW7–phospho-cyclin E peptide binding, activator screen; F-box/WD repeat-containing protein 7 (Homo sapiens), Q969H0; in the data active = normalized activity above about 1.9%;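 also: purified mutant Fbw7 with reduced substrate affinity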
Target sequence (Q969H0 whole entry, looked up): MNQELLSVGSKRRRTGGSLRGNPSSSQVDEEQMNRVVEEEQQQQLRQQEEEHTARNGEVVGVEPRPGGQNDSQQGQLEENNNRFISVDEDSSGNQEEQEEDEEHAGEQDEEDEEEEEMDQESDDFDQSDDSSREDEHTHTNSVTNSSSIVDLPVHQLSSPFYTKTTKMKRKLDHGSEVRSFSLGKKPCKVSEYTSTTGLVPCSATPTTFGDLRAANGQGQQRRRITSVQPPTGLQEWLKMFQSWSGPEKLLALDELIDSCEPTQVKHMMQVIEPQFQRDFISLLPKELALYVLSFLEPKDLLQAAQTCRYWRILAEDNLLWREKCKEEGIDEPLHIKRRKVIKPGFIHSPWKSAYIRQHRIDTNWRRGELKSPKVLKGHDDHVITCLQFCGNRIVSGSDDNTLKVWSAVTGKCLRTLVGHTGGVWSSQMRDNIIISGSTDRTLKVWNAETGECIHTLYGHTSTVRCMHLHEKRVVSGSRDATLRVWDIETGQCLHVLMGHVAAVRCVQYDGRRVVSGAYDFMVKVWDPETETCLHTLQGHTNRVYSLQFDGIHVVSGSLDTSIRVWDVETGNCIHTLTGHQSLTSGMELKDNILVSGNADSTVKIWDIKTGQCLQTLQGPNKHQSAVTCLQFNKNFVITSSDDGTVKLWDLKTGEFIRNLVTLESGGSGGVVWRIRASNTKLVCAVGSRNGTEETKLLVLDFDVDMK
MITF primary = MITF inhibitors, primary screen, biochemical, AlphaScreen, human; AlphaScreen MITF homodimerization, bead proximity signal; inhibition, % at 2.6 µM; 650,000 tested, 0.91% active; AID 1259374, 2018; in the data active = inhibition above about 50%;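 also: 0% = vehicle wells with protein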
TEAD-YAP block = TEAD-YAP interaction inhibition, primary screen, TEAD-YAP interaction inhibitor project, luminescence, HEK-TIYL cells; TEAD-Gal4/YAP UAS-luciferase luminescence; inhibition, % at 9.12 µM; 640,000 tested, 1.4% active; AID 1259422, 2018; in the data active = inhibition above about 32%;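 also: 0% = median of test compound wells and 100% = reference inhibitor wells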
* marks the source's active call; other numbers are inactive results; x = not tested or not shown.

SMILES	TEAD-YAP block	FBW7 activator	GPR151 ag	MITF primary
CNC(=O)c1ccccc1Nc1cc(Nc2ccc(N3CCOCC3)cn2)ncc1C(F)(F)F	85.6*	0.1	-2.0	3.5
CCC(Sc1nc2cc3c(cc2c(=O)n1CCCCCC(=O)NCc1ccc(OC)cc1)OCO3)C(=O)NCCCOC (stereo unspecified)	-2.9	-0.2	0.9	0.3
O=C(c1cccc2ccccc12)C1CCCN(C(=O)c2cc[n+]([O-])cc2)C1 (stereo unspecified)	-0.3	-0.1	-0.5	0.1
CCOc1ccc(-n2c(CNC(=O)Cc3ccccc3)nnc2SCC(=O)N2N=C(c3cccs3)CC2c2ccc(C)cc2)cc1 (stereo unspecified)	3.5	0.0	1.1	-7.3
COc1ccc(CC(=O)Nc2cc(-n3c(C)nc4ccccc4c3=O)ccc2F)cc1OC	26.1	0.0	-0.7	12.2
O=C(COc1ccccc1Br)NCc1ccco1	-35.7	0.0	-1.2	-0.8
CN(C)CCCNc1nc(-c2ccc(Cl)cc2)nc2ccccc12	-25.9	1.1	-0.4	9.7
O=C(Nc1cnccn1)c1csc2ccccc12	-46.2	-0.3	-1.0	-5.0
Cn1c(=O)c2c(nc(SCc3nn[nH]n3)n2C)n(C)c1=O	4.0	-0.1	2.1	10.4
CC(C)(C)C(=O)Nc1nnc(-c2ccc(Cl)s2)o1	-4.4	-0.3	2.3	0.3
COCCSc1nnc(NC(=O)C(C)(C)Oc2ccc(Cl)cc2)s1	1.9	-0.1	-0.3	5.2
O=C(OCC(=O)c1ccc[nH]1)c1ccc(S(=O)(=O)N2CCCCC2)cc1	-1.8	0.0	0.8	1.4
O=[N+]([O-])c1ccccc1CN1CCCCCC1	6.4	-0.2	0.8	39.0
O=c1[nH]nc(-c2nnc3n2-c2ccccc2SC3)c2ccccc12	-5.5	0.0	-1.0	4.8
COc1ccc(NC(=O)CN(C)C2CCCCC2)c([N+](=O)[O-])c1	2.0	0.0	-0.4	2.5
CC1CCN(Cc2nnnn2CC(=O)NCc2csc(-c3cccs3)n2)CC1	-2.1	0.1	0.1	7.4
COc1ccc(-c2ccc(CCC(=O)O)n2NC(N)=S)cc1	11.4	0.8	-0.2	7.4
CSc1ccc(-c2nc3cnccn3c2Nc2ccccc2)cc1	5.4	0.1	0.8	1.7
COc1cccc(Nc2nc(NCc3cccnc3)nc3c2cnn3-c2ccccc2)c1	-8.0	0.2	0.0	7.7
COC(=O)c1cccc(C(=O)N2CCC3(CC2)CC3C(=O)Nc2ccccc2)c1 (stereo unspecified)	-4.0	0.0	-0.4	-20.0
O=Nc1c(O)[nH]c2c(Cl)cc(Cl)cc12	-3.7	0.0	0.6	3.0
COc1ccccc1C(=O)N1CCc2ccccc2C1	-15.2	-0.1	-0.2	3.5
Cc1ccnc(NC(=O)CS(=O)(=O)Cc2ccccc2)c1	-0.5	-0.1	0.9	5.4
COc1ccc(/C(O)=C2/C(=O)C(=O)N(CCCN(C)C)C2c2ccccc2F)cc1 (stereo unspecified)	-30.0	0.0	-2.2	-4.1
CC1CN(CCC(=O)NCCc2cccs2)Cc2ccccc2O1 (stereo unspecified)	-2.5	0.0	0.2	0.3
O=C(CCC1CCCN(C2CCSCC2)C1)NCc1ccc(F)c(F)c1 (stereo unspecified)	-4.3	0.2	-1.0	13.1
Cc1ccc(/C=N/NC(=O)c2ccc(O)cc2O)cc1	-0.6	0.0	4.7	12.2
COC(=O)C(O)(CC(=O)Nc1cccc2ccccc12)C(F)(F)F (stereo unspecified)	-1.9	-0.1	-0.6	3.4
CCOC(=O)C1(Cc2ccccc2Cl)CCN(C(=O)CCn2cncn2)CC1	-39.8	0.0	0.1	7.0
COC(=O)NC/C=C\c1nc(CCCO)co1	x	0.0	0.9	-2.5
COc1ccc(NC(=O)c2cc(CNC3CCCCCC3)cc(NC(C)=O)c2)cc1	3.5	-0.2	1.2	-17.4
Cc1cc(C)nc(NS(=O)(=O)c2ccc(NC(=O)CSc3nnc(-c4ccccc4)c(-c4ccccc4)n3)cc2)n1	-6.5	-0.1	-0.4	1.9
C=CCn1c(SCC(=O)c2cccs2)nnc1-c1cccc(OC)c1	-1.5	-0.1	0.9	1.2
CCCCOC(=O)c1ccc(N2C(=O)c3cccc([N+](=O)[O-])c3C2=O)cc1	-6.9	-0.1	3.1	1.0
COc1ccccc1N1C(=O)C2C3c4ccccc4C(C)(c4ccccc43)C2C1=O (stereo unspecified)	5.2	0.1	0.7	-1.1
N#Cc1ccccc1CSc1nnc(-c2ccccc2)o1	-34.2	-0.1	0.2	-8.1
O=C(c1cnsn1)N1CCCC(COc2ccc(CN3CCOCC3)cc2)C1 (stereo unspecified)	0.8	0.2	-1.6	-6.1
CCCC(=O)Nc1nnc(Cc2ccc([N+](=O)[O-])cc2)s1	-7.8	0.0	1.7	-2.9
Nc1sc2c(c1C(=O)Nc1cccc3ccccc13)CCC2	-0.4	-0.4	3.7	-2.8
Cc1c(O)ccc(/C=N/Nc2nc3ccccc3n3cnnc23)c1O	-2.3	-0.2	-0.7	5.0
CCOC(=O)c1cc(-c2ccccc2)n(CC(=O)NC(C)(C)C)c1C	-9.4	-0.1	-1.3	4.3
COc1cc(-c2nc(-c3ccc(C)c(C)c3)c(-c3ccccc3)[nH]2)cc2c1OCO2	-14.0	-0.1	-0.2	-1.8
O=C(Nc1cccc(-c2cn3ccsc3n2)c1)C1CCCC1	-44.1	0.7	-4.8	11.8
CC(=O)Nc1cccc(NS(=O)(=O)c2ccc(Cl)cc2)c1	-7.9	-0.1	1.0	4.7
O=C(NC1CCS(=O)(=O)C1)c1ccc(N2CCCCC2)c([N+](=O)[O-])c1 (stereo unspecified)	-7.7	-0.1	2.6	-7.5
CCCOc1ccc(/C(O)=C2/C(=O)C(=O)N(Cc3cccnc3)C2c2ccc(N(C)C)cc2)c(C)c1 (stereo unspecified)	-8.7	-0.1	-1.3	-3.0
COc1cc(/C=C2/C(=N)N3C(c4ccccc4)=CSC3=NC2=O)ccc1OCCOc1ccc(Br)cc1	3.1	-0.1	-0.3	0.3
CCOC(=O)c1c(NC(=O)CN2CCCC2)sc2c1CC(C)(C)NC2(C)C	6.4	0.6	-1.2	24.1
Brc1cccc(CN2CCOCC2)c1	0.2	-0.1	0.7	-4.2
COC(=O)CCC(=O)NNC(=O)Nc1ccccc1	-7.0	-0.1	2.1	6.5
Cc1ccccc1CSCC(=O)Nc1ccc(S(=O)(=O)N2CCCCC2)cc1	1.1	0.0	0.8	-1.2
CCc1ccccc1NC(=O)c1c(NC(=O)c2ccccc2Cl)sc(-c2ccccc2)c1C	-5.7	-0.2	-0.8	-5.2
O=C(/C=C/c1ccccc1)N1CCN(c2ccc(N3CCN(CCO)CC3)nn2)CC1	-21.1	-0.2	-1.1	-15.9
FC(F)(F)c1cccc(CNc2ccnc(N3CCc4ccccc4C3)n2)c1	8.1	-0.1	-0.2	1.4
COc1cccc(C(=O)c2c(C)c(CCC#N)n3ccccc23)c1	-3.0	-0.1	-0.7	-0.4
Cc1cccc(NC(=O)CS(=O)(=O)CC(=O)c2ccc(Br)cc2)c1	2.1	-0.1	-0.6	1.7

Next compounds.
SMILES	TEAD-YAP block	FBW7 activator	GPR151 ag	MITF primary
Fc1ccc(-n2ncc3c(N4CCCC4)ncnc32)cc1	21.0	0.5	-1.3	7.2
Cc1cccc(Cc2cnc(NC(=O)C(c3ccccc3)c3ccccc3)s2)c1	-5.6	-0.1	-0.7	7.8
FC(F)(F)c1cccc(CNc2cc(Nc3ccc(-n4ccnc4)cc3)ncn2)c1	-26.9	-0.1	1.9	-2.1
c1ccc(Nc2nc(Nc3nccc4ccccc34)nc3nc[nH]c23)cc1	5.2	-0.1	0.8	-0.3
Cn1cc(CCNC(=O)CCC2(Cc3ccc4ccccc4c3)CCC(=O)N2)cn1 (stereo unspecified)	3.8	0.1	1.0	1.3
Cc1cc(-c2csc(-c3cccnc3)n2)c(C)n1C	-3.2	0.0	-0.6	10.8
Cc1ccccc1-n1c(=S)sc2c1nc(SCc1nc3ccccc3[nH]1)n1c3ccccc3nc21	-1.8	-0.2	1.1	4.0
Cc1ccc(NC(=O)Cn2cc3c(n2)CCCC3)cc1Cl	4.1	0.2	-0.5	8.4
Cc1cccc(-c2cnc(C)nc2C2CCCN(C(=O)C3CCOC3)C2)c1 (stereo unspecified)	-7.0	0.6	0.1	-11.0
COc1ccc(NC(=O)CN(C(=O)N2CCN(C)CC2)S(=O)(=O)c2ccc(C)cc2)cc1OC	-0.2	-0.2	3.1	-4.6
CN(C)CCCNc1c2c(nc3ncnn13)CCCC2	0.6	0.1	-0.1	-14.2
c1coc(-c2nc(Cn3cnc4ccccc43)no2)c1	-8.4	-0.1	0.7	-13.1
CC1(C)COC(c2cccc([N+](=O)[O-])c2)=N1	12.1	-0.1	-0.3	5.2
C=CCn1c2ccccc2c2nnc(SCC(=O)Nc3ccc(Br)cn3)nc21	-1.5	0.0	2.3	13.6
COCC(=O)Nc1cnn(-c2cccc(C(=O)NCCc3ccccc3F)c2)c1	7.5	-0.2	1.2	1.8
COc1ccc(C2C(C(=O)Nc3ccc(OC)cc3OC)c3ccccc3C(=O)N2Cc2ccc(F)cc2)cc1 (stereo unspecified)	2.4	0.3	0.4	2.7

Reformatted with values under each structure: part of the list above.
Values run as follows: TEAD-YAP block	FBW7 activator	GPR151 ag	MITF primary
> O=[N+]([O-])c1ccccc1CN1CCCCCC1
→ 6.4	-0.2	0.8	39.0
> O=c1[nH]nc(-c2nnc3n2-c2ccccc2SC3)c2ccccc12
→ -5.5	0.0	-1.0	4.8
> COc1ccc(NC(=O)CN(C)C2CCCCC2)c([N+](=O)[O-])c1
→ 2.0	0.0	-0.4	2.5

Next section.
SMILES	TEAD-YAP block	FBW7 activator	GPR151 ag	MITF primary
CCc1cccc(NS(=O)(=O)c2coc(C(N)=O)c2)c1	-4.2	0.1	0.7	4.7
COc1cc(C2C(C(=O)OCCOc3ccccc3)=C(C)NC3=C2C(=O)CC(c2ccccc2)C3)ccc1O (stereo unspecified)	5.9	-0.2	-0.1	2.9
COc1ccc(C2Nc3ccccc3C(=O)N2Cc2ccco2)cc1OC (stereo unspecified)	-4.0	-0.2	0.8	-9.0
CC(=O)Oc1ccc(C(=O)O/N=C(\N)c2cccc([N+](=O)[O-])c2)cc1	-22.8	0.0	-4.3	0.5
Cc1cc(NC(=O)CSc2nc3ccccc3c(=O)n2CCC(=O)NCc2ccc(F)cc2)no1	-7.7	0.2	0.8	4.5
O=C(Nc1ncc2c(n1)-c1ccccc1OC2)c1ccccc1Cl	-3.5	0.0	0.8	-3.4
O=C(NCCc1c[nH]c2ccccc12)c1ccc([N+](=O)[O-])cc1	-19.2	-0.1	0.7	1.3
CCOc1ccc(-c2csc(/C(C#N)=C/c3cccc(Cl)c3)n2)cc1	-13.3	-0.1	0.5	-17.5
COc1ccc(CCNS(=O)(=O)c2ccc(F)c(C(=O)Nc3ccc(Cl)cc3C(F)(F)F)c2)cc1OC	1.5	-0.2	1.1	2.5
O=C(Nc1nnc(COc2ccc(Cl)cc2)s1)c1cccc(S(=O)(=O)N2CCOCC2)c1	-11.1	0.1	-0.5	8.8
O=C(Nc1ccccn1)C1CC(=O)N(c2ccccc2)C1 (stereo unspecified)	7.2	-0.1	3.2	6.6
N/N=C(/C(=N/N)c1ccccc1)c1ccccc1	-9.8	-0.4	-0.6	-12.7
COc1cccc(NC(=O)Cc2nnc(SCC(=O)NC(C)c3ccccc3)n2C)c1 (stereo unspecified)	14.2	-1.5	0.1	15.7
COc1ccc(Cn2ccn(Cc3ccccc3)c(=O)c2=O)cc1	8.3	0.1	0.0	15.5
CC(=O)N1CCN(C(=O)Cc2csc(Nc3cccc(Cl)c3)n2)CC1	13.8	-0.1	0.2	5.8
Cc1nnc(N/N=C/c2cn[nH]c2-c2ccc(F)cc2)n1N	2.0	-0.3	-1.0	8.2
O=C(NCC1CCCN(Cc2cccn2-c2nccs2)C1)c1cccs1 (stereo unspecified)	-7.6	-0.1	-0.9	0.8
